Giardia FBPA inh = Giardia lamblia aldolase inhibition; A8B2U2; purified Giardia FBPA; Potency, µM (series often up to 59.6 µM), for inactives: at the highest dose activity, negative = inhibition, hits mostly inhibitors; actives 0.71% (n = 290,000); AID 2451; note: potency is the fitted concentration of half-maximal effect; nearly all actives have a fitted effect of over 55% in size
Target sequence (A8B2U2 whole entry, looked up): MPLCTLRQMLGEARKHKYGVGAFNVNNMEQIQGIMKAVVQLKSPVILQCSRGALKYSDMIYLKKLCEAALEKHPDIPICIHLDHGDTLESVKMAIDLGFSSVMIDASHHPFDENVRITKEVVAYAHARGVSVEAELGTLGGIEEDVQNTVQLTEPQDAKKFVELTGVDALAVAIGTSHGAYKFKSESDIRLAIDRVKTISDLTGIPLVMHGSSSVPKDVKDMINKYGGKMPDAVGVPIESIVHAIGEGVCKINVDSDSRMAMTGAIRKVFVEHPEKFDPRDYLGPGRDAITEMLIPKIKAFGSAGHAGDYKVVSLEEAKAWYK
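Giardia FBPA (40 nM reagent) was preincubated 10 min at RT with compound (up to 57.5 uM final), then substrate plus GAPDH/TPI/NAD/arsenate coupling system with diaphorase/resazurin was added; resorufin fluorescence (525/598 nm) was read after 20 min.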
Sm TGR inh = S. mansoni TGR enzyme inhibition. Potency, µM (series often up to 114 µM), for the others: top-dose activity change, negative = inhibition, actives largely listed as inhibitors. actives 3% (n = 360,000). purified TGR, DTNB reduction, TNB absorbance 405 nm. AID 485364; note: potency is the fitted concentration of half-maximal effect; nearly all actives have a fitted effect of over 60% in size
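Kinetic colorimetric format: TGR-catalysed, NADPH-driven DTNB reduction monitored via TNB absorbance. Enzyme dispensed at 20 nM; compound exposure 15 min at room temperature before reaction start.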
AmpC inh detg = AmpC beta-lactamase inhibition with detergent present | AmpC hydrolysis of nitrocefin, absorbance 480 nm, 0.01% Triton | Potency, µM (top dose mostly 114 µM), for inactives: at the highest dose activity change, negative = inhibition, most hits filed as inhibitors | actives 0.041% (n = 370,000);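 note: potency is the fitted concentration of half-maximal effect; 0% = no-compound wells and -100% = no-enzyme wells; nearly all actives have a fitted effect of over 25% in size; some results filed as inactive show a strong effect at the top dose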
Target sequence (P00811 whole entry, looked up): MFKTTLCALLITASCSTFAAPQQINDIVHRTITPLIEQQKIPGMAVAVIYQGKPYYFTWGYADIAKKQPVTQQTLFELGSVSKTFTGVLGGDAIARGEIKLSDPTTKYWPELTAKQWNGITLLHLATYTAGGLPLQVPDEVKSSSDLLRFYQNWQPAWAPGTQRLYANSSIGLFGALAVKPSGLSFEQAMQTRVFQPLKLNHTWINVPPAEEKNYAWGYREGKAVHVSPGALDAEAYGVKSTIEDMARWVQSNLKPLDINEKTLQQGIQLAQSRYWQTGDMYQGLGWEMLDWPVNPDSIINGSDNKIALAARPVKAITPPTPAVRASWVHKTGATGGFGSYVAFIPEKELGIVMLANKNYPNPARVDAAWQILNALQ
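AmpC (5.3 nM in the dispensed reagent) in 20 mM phosphate pH 7.0 with 0.01% (detergent screen) or 0.0001% Triton X-100 was preincubated with compounds for 15 min at room temperature. Nitrocefin was then added from an 800 uM solution, and hydrolysis was followed at 480 nm.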
AmpC inh no detg = inhibitors of E. coli AmpC beta-lactamase without detergent. AmpC nitrocefin hydrolysis, absorbance 480 nm, 0.0001% Triton. Potency, µM (doses to about 57.1 µM), for inactives: at the top dose activity change, negative = inhibition, most hits filed as inhibitors. P00811. actives 0.52% (n = 330,000);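 note: potency is the fitted concentration of half-maximal effect; plate controls were no compound for no effect and no enzyme for full effect; nearly all actives have a fitted effect of over 20% in size; some results filed as inactive show a strong effect at the top dose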
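20 mM phosphate pH 7.0 + 0.01% (detergent screen) or 0.0001% Triton X-100; 5.3 nM AmpC reagent; cpd preinc 15 min RT; nitrocefin (800 uM stock) to start; A480 q20 s × 4 min; Activity was normalised to no-enzyme and no-compound control wells.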
HCMV antiviral = inhibitors of human cytomegalovirus | HFF cells, HCMV-luciferase reporter, 72 h; hits give low values | activity change, negative = inhibition, % at 57.5 µM | actives 4.5% (n = 410,000); in the data active = activity change below about -60%; inconclusive = no clear call, values can overlap the other calls; inactive = above about -39%
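Cell-based, HFFs, 1000 cells/well, 16 h 37C; cpds in DMSO + HCMV-luc, MOI 1 PFU/cell; 72 h 37C; OneGlo luminescence after 5 min RT; norm. to buffer vs Salinomycin 10uM.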
HCV inh = HCV inhibition | Potency, µM (highest dose often 41.8 µM), for inactives: top-dose activity change, negative = inhibition, hits mostly inhibitors | actives 3.4% (n = 340,000) | Huh7.5.1 HCVcc-Cre infection, luciferase reporter, 44 h | AID 651820; note: potency is the fitted concentration of half-maximal effect
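Antiviral activity was scored by luciferase reporter output from cells infected with HCVcc-Cre (~0.5 moi) in presence of compound, 44 h infection period, cells seeded 1,000/well 4 h prior.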
An asterisk follows results filed as active; ? = inconclusive; . = not tested or not shown; & = joins results of further samples; [ ] = remark or other dose. Unless noted, calls come from the whole dose curve; as a rule, active = well fitted curve in the direction sought with a large enough effect; inconclusive = small, poorly fitted or top-dose-only effect, or another doubt; inactive = no such curve, though single readings can be large; an effect the other way counts as inactive or inconclusive. Unless noted, % is set by controls: 0 for no effect and ±100 for the full control effect.

Compound | Giardia FBPA inh | Sm TGR inh | AmpC inh detg | AmpC inh no detg | HCMV antiviral | HCV inh
O=C(CNC(=O)c1ccc([N+](=O)[O-])cc1)N/N=C/c1c[nH]c2ccccc12 | 1% | 4% | -2% | -31% | ? | .
Cc1ccsc1C(=O)OCC(=O)NCc1ccc(Cl)cc1 | . | -4% | 9% | -23% | -18 | 6%
COC(=O)CCSc1nc(N2CCOCC2)c2c(c1C#N)CC(C)(C)OC2 | 17% | -26% | -6% | -2% | 6 | 0%
COc1ccc(OC)c(S(=O)(=O)N2CCC(C(=O)N3CCCC3)CC2)c1 | -1% | -3% | ? | -17% | -10 | -7%
CN1CCCN(C(=O)COc2ccc(F)cc2Cl)CC1 | . | 1% | 4% | -1% | -27 | -2%
NS(=O)(=O)c1ccc(CNC(=O)Cc2ccc(S(=O)(=O)N3CCOCC3)s2)cc1 | . | 1% | ? | -21% | 0 | 1%
CCOC(=O)Cc1ccc(NC(=O)NCc2ccc3c(c2)CCN3C(=O)CC)cc1 | . | 9% | 31%[activator] | . | -22 | .
Cc1ccc(C(=O)NCCC(=O)NCc2ccco2)cc1 | 2% | 2% | ? | 0% | 4 | 4%
COc1ccc2[nH]cc(CCNC(=O)Cc3ccc(Cl)cc3)c2c1 | -3% | -15% | 2% | -30% | 3 | ?
O=C(c1ccc(Cl)cc1)N1CCC(c2nc(-c3cccs3)no2)CC1 | 5% | -6% | -9% | 34% | -22 | .
O=C(C(Cl)Cl)N1CCN(Cc2ccc3c(c2)OCO3)CC1 | -2% | 1% | -9% | -18% | -74* | ?
Cc1cc(=O)oc2cc(OCC(=O)Nc3nnc(CC(C)C)s3)ccc12 | 9% | -1% | 2% | -18% | -4 | 5%
O=C(NN=C1CCCCCC1)c1cccnc1 | -5% | -1% | 1% | -13% | 8 | 10%
O=C(NCc1ccc(Cl)cc1)c1ccc(OCC2CCCO2)cc1 (centres undefined) | -2% | 1% | -8% | -16% | -30 | -5%
O=C1CC(/C=C/c2ccccc2)(C(=O)NC2CCCC2)N1c1ccc(S(=O)(=O)N2CCCC2)cc1 (centres undefined) | -4% | -4% | -2% | -15% | -27 | -17%
CCn1c(=S)[nH]c2scc(-c3cccs3)c2c1=O | 7% | -7% | ? | -35%[11.4 µM] | -63* | 8%
CC1CCN(CCNC(=O)C2CCCN(c3ncnc4c3nc3n4CCCCC3)C2)CC1 (centres undefined) | . | -10% | -9% | 27% | 8 | -1%
O=C(COC(=O)c1cc(Br)ccc1O)c1ccc(F)cc1 | . | . | . | -17% | -18 | -10%
CC(C)(C#N)NC(=O)c1ccco1 | 2% | 7% | 2% | -4% | 11 | 3%
COc1ccc(-n2c(C)cc(C(=O)NC3CCCCC3)c2C)cc1 | -30% | -10% | ? | 3% | 11 | 18%

The closing 4 entries of the section before open the next one.
Compound | Giardia FBPA inh | Sm TGR inh | AmpC inh detg | AmpC inh no detg | HCMV antiviral | HCV inh
CC1CCN(CCNC(=O)C2CCCN(c3ncnc4c3nc3n4CCCCC3)C2)CC1 (centres undefined) | . | -10% | -9% | 27% | 8 | -1%
O=C(COC(=O)c1cc(Br)ccc1O)c1ccc(F)cc1 | . | . | . | -17% | -18 | -10%
CC(C)(C#N)NC(=O)c1ccco1 | 2% | 7% | 2% | -4% | 11 | 3%
COc1ccc(-n2c(C)cc(C(=O)NC3CCCCC3)c2C)cc1 | -30% | -10% | ? | 3% | 11 | 18%
CC1(C)Cc2c(c(N3CCOCC3)nc3sc(C(=O)Nc4ccc(Cl)cc4)c(N)c23)CO1 | -29% | -10%&0% | 18% | -1% | 94&-7 | 4%
Cc1ccc(S(=O)(=O)CCc2nnc(NC(=O)c3ccco3)s2)cc1 | 7% | -5% | 3% | -3% | . | -9%
CCOc1cc(CN2CCN(C(=O)c3cccc4ccccc34)CC2)ccc1OC | ? | -14% | 7% | 181%[activator] | 3 | ?
Cn1cc(CN(C(=O)Nc2ccccc2)C2CCCCC2)c2ccccc21 | . | 7% | -1% | . | -105* | .
O=c1nccc(NCc2ccco2)[nH]1 | 2% | -9% | -2% | -5% | 21 | 14%
COc1ccc(CNC(=O)c2ccc(-c3nc(CSc4ccccc4)c(C)o3)cc2)c(OC)c1 | . | 8% | 20% | . | 9 | .
Cc1ccc(NC(=O)c2c(C)oc3ccc(O)c(CN4CCCCC4)c23)c(C)c1 | . | -3% | -4% | . | -20 | .
Cc1[nH]c2ccc(-c3n[nH]c(=S)n3C)cc2c1C | 3% | -4% | ? | ? | ? | -12%
CCNC(=S)NN=C1c2ccccc2-c2ccccc21 | 2% | 8% | -9% | -35% | 73 | 16µM*
COc1ccc(CC(=O)NC(C)c2nnc(SCC(=O)Nc3nc(C)cs3)n2C)cc1 (centres undefined) | 2% | -2% | -4% | -2% | 39 | -18%&6%
CCCc1nnc(SCC(=O)Nc2ccc(NC(C)=O)cc2)n1-n1cccc1 | . | -1% | -4% | -1% | -12 | 13%
CCn1c(SCC(=O)N2CCCc3ccccc32)nnc1-c1c[nH]c2ccccc12 | 0% | -25% | ? | -16% | -26 | ?
COc1ccc(Cl)cc1NC(=O)CNCc1cccs1 | ? | -27% | -17% | -21% | ? | ?
O=C(CNC1CCCCC1)Nc1ccc(S(=O)(=O)N2CCCCC2)cc1 | -21% | 4% | 1% | 0% | ? | ?
c1ccc(-c2ccccc2OCCCCn2ccnc2)cc1 | ? | ? | -5% | 44% | -21 | -11%
CCOc1ccc2[nH]c3c(NCCCOC)ncnc3c2c1 | 6% | -1% | 4% | 4% | 36 | -24%
CCOc1cccc(OCCCNCCCOC)c1 | ? | -17% | ? | -10% | -1 | 6%
C[C@@H]1COC(=O)CCC/C=C\C[C@@H](CC(=O)N(CCO)Cc2ccccc2)C(=O)N1 | . | . | . | -13% | 10 | 0%
O=C(CSc1nc(-c2ccccc2Cl)ns1)c1ccc(Cl)cc1 | 5% | -3% | -23% | -28% | -5 | 8%
CCn1c(=O)c(C(=O)Nc2ccccc2S(N)(=O)=O)c(O)c2ccccc21 | 0% | -16% | -10% | 4% | 12 | ?
CN(C(=O)c1ccco1)C1(c2ccccc2Cl)CCCCC1=O (centres undefined) | -6% | 0% | 2% | -23% | -23 | 7%
CCN(CC)CCNC(=O)C1CCN(C(=O)c2cnn(-c3ccccc3)c2-n2cccc2)CC1 | . | 4% | 15% | . | 90 | .
CC(=O)Nc1ccc(NC(=O)C(C)OC(=O)C(C)SCC(=O)Nc2ccc(F)cc2)cc1 (centres undefined) | . | -8% | 0% | -20% | -7 | ?
O=C(Nc1ccc(S(=O)(=O)N2CCCCC2)cc1)C1CC(=O)N(c2ccccc2)C1 (centres undefined) | -6% | 4% | -10% | -17% | -10 | -6%
O=C(CSc1nnc(CNC(=O)c2ccco2)o1)Nc1ccccc1 | 1% | 11% | 4% | -21% | -13 | 12%
O=C(CSc1nnc(CNC(=O)c2c(F)cccc2Cl)o1)NC1CCCC1 | . | -25% | -14% | -1% | -35 | 13%
CC(C)OCC(O)Cn1c(N2CCCC2)nc2c1c(=O)[nH]c(=O)n2C (centres undefined) | 0% | 10% | ? | -10% | ? | 27%
CCOC(=O)C1CCN(C(=O)COC(=O)CSc2ccc([N+](=O)[O-])cc2)CC1 | . | -6% | ? | 6% | -18 | -15%
CC(=O)c1cccc(NC(=O)COC(=O)c2ccc3c(c2)OCO3)c1 | . | 0% | 11% | -4% | 3 | 9%
CCOc1ccc(CN2CCN(Cc3cccc4c3OCO4)CC2CCO)cc1 (centres undefined) | 4% | 0% | -6% | 52% | -23 | -7%
COc1ccc(CC(NC(C)=O)C(=O)NC2CCN(c3nc(C)cc(C)c3C#N)CC2)cc1OC (centres undefined) | 3% | -7% | -5% | 6% | 26 | -18%
CCC(C)NC(=O)CCCc1nnc2n(CC(C)C)c(=O)c3sccc3n12 (centres undefined) | . | 0% | 20% | . | ? | .
O=c1c2ccccc2c(C=Nc2ccc(Cl)cn2)c(O)n1-c1cc(Cl)ccc1N1CCOCC1 | 0% | -34% | -15% | -8% | ? | 31%[activator]
O=S(=O)(c1ccccc1)N1CCC(N2CCN(c3ccccc3)CC2)CC1 | 2% | 5% | ? | -9% | . | .
CCN(CC)C(=O)Cn1cnc2sc(C(=O)N3CCN(c4ccc(OC)cc4)CC3)c(C)c2c1=O | 2% | -6% | -7% | 85%[activator] | -17 | -11%
CC(=O)NC(=S)Nc1cccc2ccc(C)nc12 | -7% | 0% | 1% | -13% | -19 | ?
Cc1ccc(C(=O)COC(=O)c2cc(C)no2)c(C)c1 | . | -1% | -12% | -10% | -10 | 13%
O=C(c1ccccc1)c1cccc(NC(=O)C2CC2)c1 | 2% | 9% | -1% | -17% | -9 | 1%
CCc1ccc(C(=O)OCC(=O)N(CC)c2c(N)n(Cc3ccccc3)c(=O)[nH]c2=O)cc1 | . | -12% | -11% | -11% | 25 | 15%
O=C(Cc1ccc([N+](=O)[O-])cc1)N1CCN(c2ccc([N+](=O)[O-])cc2)CC1 | 6% | 7% | ? | -25% | -34 | 8%
Cc1ccc(C2/C(=C(/O)c3ccc(Br)cc3)C(=O)C(=O)N2Cc2ccco2)o1 (centres undefined) | 20µM* | 7.9µM* | -4% | -34% | 65 | 26%
O=C(Nc1ccc(/C=C/c2nc3ccccc3o2)cc1)c1c(F)cccc1F | -7% | 0% | ? | -35% | 8 | 5.6µM*
Cc1cccc2cc3c(NC(=O)CC(C)C)nn(C)c3nc12 | -3% | 0% | -2% | -2% | -36 | 3%
Cc1ccc(-n2nc3ccc(NC(=O)/C=C/c4ccco4)cc3n2)cc1 | -3% | -24% | -8% | 28µM* | 37 | ?
O=C(Cn1cncn1)NCc1cc(F)ccc1F | 3% | 5% | 8% | 0% | -35 | 2%
COc1ccc2c(c1)CCc1c(C(=O)Nc3c(C)nn(Cc4ccc(C)cc4)c3C)noc1-2 | . | 1% | -1% | . | -96* | .
CCc1ccccc1NC(=O)Nc1ccc2c(c1)OCO2 | 2% | . | 5% | -3% | 3 | ?
COCCNC(=O)c1ccccc1N(Cc1ccccc1)S(=O)(=O)c1ccc(C)cc1 | ? | 6% | 0% | -7% | -16 | 7%
COc1ccc(C)cc1NC(=O)CSc1nc2ccccc2nc1N1CCOCC1 | . | 2% | 27% | . | 20 | .
C#Cc1ccc([C@H]2C=C(C(=O)Nc3ccccc3)O[C@@H](OCc3ccc(CO)cc3)C2)cc1 | -1% | -2% | 5% | -8% | . | -9%
CCn1c(SCC(=O)Nc2nccs2)nnc1-c1ccc(S(=O)(=O)N2CCCCC2)cc1 | 6% | -30% | -10% | -6% | -38 | ?
COC(=O)c1cc(C)sc1NC(=O)c1ccco1 | . | -15% | -5% | -16% | -7 | -20%
COCCn1c(=NC(=O)CN2C(=O)CCC2=O)sc2cc(S(N)(=O)=O)ccc21 | 6% | -11% | -1% | -19% | -1 | 10%
CC(=C\c1ccco1)/C=C1/SC(=S)N(CC(=O)O)C1=O | -13% | 40µM* | 2% | -39% | 0 | 16%
O=C(/C=C/c1ccco1)Nc1scc(-c2ccccc2)c1C(=O)O | ? | 8.9µM* | 0% | -37% | 15 | 18%

High-throughput results: PubChem, National Center for Advancing Translational Sciences (NCATS)
